N370S GC – qHTS Assay for Inhibitors and Activators of N370S glucocerebrosidase as a Potential Chaperone Treatment of Gaucher Disease | Lysosomal acid glucosylceramidase (Homo sapiens), P04062 | N370S GC spleen homogenate, 4MU-glucoside fluorescence | Potency, µM (titrated, usually from 59.4 µM), without a hit: at the highest dose activity change, negative = inhibition, actives largely listed as inhibitors | 330,000 compounds, 0.092% hits | AID 2101, 2009;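 also: 0% = full enzyme activity and -100% = no enzyme basal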
FEN1 inhibitor – qHTS Assay for the Inhibitors of Human Flap endonuclease 1 (FEN1); Recombinant FEN1 flap cleavage, fluorescence, 15 min; AID 588795, 2011; P39748; 390,000 compounds, 0.35% hits; Potency, µM (top dose mostly 114 µM), for inactives: at the highest dose activity change, negative = inhibition, actives largely listed as inhibitors; also: nearly all actives have a fitted effect of over 65% in size
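With each library titrated from low to high concentration, compounds met 10 nM FEN1 for 15 min at room temperature before 50 nM substrate was added; readings at 0 and 15 min fed four-parameter Hill curve fits.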
GCN5L2 inh – qHTS Assay for Inhibitors of GCN5L2; GCN5L2 HAT assay, ThioGlo1 CoA-SH fluorescence; Potency, µM (doses to about 58.9 µM), inactives show at the top dose activity change, negative = inhibition, most hits filed as inhibitors; 390,000 compounds, 0.21% hits; AID 504327, 2011
Target sequence (Q92830 whole entry, looked up): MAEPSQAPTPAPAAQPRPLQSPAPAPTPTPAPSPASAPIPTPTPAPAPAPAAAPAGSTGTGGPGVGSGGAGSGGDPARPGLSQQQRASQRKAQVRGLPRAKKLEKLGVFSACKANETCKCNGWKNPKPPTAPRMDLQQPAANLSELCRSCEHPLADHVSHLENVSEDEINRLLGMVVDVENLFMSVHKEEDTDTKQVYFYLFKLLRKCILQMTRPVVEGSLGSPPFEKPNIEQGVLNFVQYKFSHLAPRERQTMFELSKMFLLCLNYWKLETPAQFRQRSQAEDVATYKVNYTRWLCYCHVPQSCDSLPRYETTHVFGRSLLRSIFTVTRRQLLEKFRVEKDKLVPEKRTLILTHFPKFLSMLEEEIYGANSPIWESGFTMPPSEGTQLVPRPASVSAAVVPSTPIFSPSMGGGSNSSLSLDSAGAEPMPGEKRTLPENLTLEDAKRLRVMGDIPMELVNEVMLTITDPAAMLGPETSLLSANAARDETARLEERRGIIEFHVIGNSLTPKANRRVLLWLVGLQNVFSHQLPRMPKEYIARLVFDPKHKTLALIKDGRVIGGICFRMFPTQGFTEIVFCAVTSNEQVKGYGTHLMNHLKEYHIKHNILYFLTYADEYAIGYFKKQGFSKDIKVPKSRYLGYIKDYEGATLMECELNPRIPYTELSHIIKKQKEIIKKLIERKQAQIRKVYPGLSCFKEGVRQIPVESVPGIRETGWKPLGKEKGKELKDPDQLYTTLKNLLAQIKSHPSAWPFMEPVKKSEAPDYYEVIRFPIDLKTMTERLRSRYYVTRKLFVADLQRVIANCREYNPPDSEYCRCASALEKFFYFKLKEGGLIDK
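GCN5L2 (20 nM) in 50mM HEPES pH 7.5, 0.1mM EDTA, 0.01% Tween-20 preincubated 15 min with compounds at room temperature. Reaction started with H3(1-25) 75uM, acetyl-CoA 70uM, ThioGlo1 50uM; CoA-thiol fluorescence (Ex340/Em540) read at 0 and 20 min.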
Starred values were filed as active, the others as inactive; ? = inconclusive; nt = not tested or not shown; & = joins results of further samples; [ ] = remark or other dose. Calls follow the shape of the dose curve; as a rule, active = well fitted curve in the direction sought with a large enough effect; inconclusive = small, poorly fitted or top-dose-only effect, or another doubt; inactive = no such curve, though single readings can be large; an effect the other way counts as inactive or inconclusive. Unless noted, % is scaled to controls: 0 for no effect and ±100 for the full control effect; potency is read from the fitted curve at half-maximal effect.

Start of the listing, in advance, two compounds:
SMILES	N370S GC	FEN1 inhibitor	GCN5L2 inh
O=C(N/N=C/c1ccc(O)cc1)c1cc(-c2ccc3c(c2)OCO3)n[nH]1	-18%	-7%	-7%
COc1ccc(CNC(=O)Cc2c(C)c3cc4c(C)coc4cc3oc2=O)cc1	nt	-2%	-6%

The whole of this part, from the start:
SMILES	N370S GC	FEN1 inhibitor	GCN5L2 inh
O=C(N/N=C/c1ccc(O)cc1)c1cc(-c2ccc3c(c2)OCO3)n[nH]1	-18%	-7%	-7%
COc1ccc(CNC(=O)Cc2c(C)c3cc4c(C)coc4cc3oc2=O)cc1	nt	-2%	-6%
Cc1cc(C)cc(N(C(C)C(=O)Nc2c(C)n(C)n(-c3ccccc3)c2=O)S(C)(=O)=O)c1 (stereo not drawn)	4%	-15%	-8%
Cc1ccc(S(=O)(=O)NCCc2sc3nc(-c4ccccc4)nn3c2C)cc1C	nt	-23%	1%
Cc1c(Cl)cccc1NC(=O)N1CCN(C(=O)c2nsc3ccccc23)CC1	nt	7%	5%
Cc1ccc(OCCSc2nnc(-c3cccs3)n2C)cc1	-4%	2%	-7%
Cc1nc2ccc(Br)cn2c1C(=O)N/N=C\c1ccccc1Cl	1%	-4%	-4%
Cc1cccc(N(CC(=O)NC2CCCCC2)C(=O)Cn2nnc(-c3ccc(C)o3)n2)c1	5%	-4%	-3%
Cc1ccc(N(C(=O)CNC(=O)c2ccco2)C(C(=O)NC2CCCCC2)c2ccncc2)cc1F (stereo not drawn)	-4%	20%	-8%
COCC(C)n1c(C)cc(C(=O)COC(=O)c2cnc(Cl)c(Cl)c2)c1C (stereo not drawn)	nt	-23%	-7%
O=C(CN1CCN(c2ccc(O)cc2)CC1)Nc1cc(S(=O)(=O)N2CCCC2)ccc1Cl	-5%	-1%	-11%
Cc1ccccc1OCC(=O)Nc1cccc(C(=O)OCc2cc(=O)n3c(C)csc3n2)c1	nt	-7%	-18%
COc1ccc(Cn2cccc(NC(=O)Nc3cccc(OC)c3)c2=O)cc1	3%	-5%	-9%
COc1ccccc1NC(=O)COC(=O)c1cc([N+](=O)[O-])ccc1N1CCCC1	nt	-12%	-9%
C=CCC1(CC=C)CCCN1C(=O)c1cc(COc2ccccc2SC)on1	3%	-1%	-10%
CCOCCn1c(=O)c2c(nc3n2CC(C)CN3Cc2ccccc2)n(C)c1=O (stereo not drawn)	-4%	19%	-3%
CC1CCC(N2CC(=O)N(C3CCCCC3)C(c3ccc(F)cc3)C2=O)CC1 (stereo not drawn)	nt	0%	-4%
Cc1cc(C)c(S(=O)(=O)Nc2cccc(-c3cn4ccccc4n3)c2)c(C)c1	nt	-6%	-12%
Nc1nc(C(=O)N2CCOCC2)nn1S(=O)(=O)c1ccccc1	-5%	8%	-3%
CC1CCN(S(=O)(=O)c2ccc3nc(Nc4cccc(F)c4)ccc3c2)CC1	nt	2%	-12%
CC(C)c1nc2oc3c(NCC4CCCO4)ncnc3c2c2c1CCC2 (stereo not drawn)	-1%[2.35 µM]	-3%	2%
C[C@H](NC(=O)c1ccccc1Cl)C(=O)OC(C(=O)Nc1cc(C(F)(F)F)ccc1Cl)c1ccccc1 (stereo partly drawn)	8%	-5%	-3%
O=C(Nc1ccccc1C(=O)N1CCCCCC1)c1ccccc1	12%	2%	-8%
CCc1ccc(-n2cnc3cc(C(=O)NCC(OC)OC)ccc32)cc1	4%	19%	?
Cc1csc(NC(=O)c2cn3ccccc3n2)n1	-1%	-4%	4%
CCOc1ccc(C2C(C(=O)Nc3ccc(C)cc3C)=C(C)Nc3c(C(=O)Nc4ccc(C)cc4)cnn32)cc1OC (stereo not drawn)	nt	12%	10%
COc1ccc(CCN(C)Cc2ccc(OCc3ccccc3)c(OC)c2)cc1OC	?	-12%	1%
COc1cccc(-n2c(Cn3nc(C(F)F)cc3C(F)F)n[nH]c2=S)c1	-6%	3%	2%
COc1ccc(NC(=O)/C=C/c2cccc(Br)c2)cn1	-15%	-12%	-8%
COc1cccc(CNS(=O)(=O)c2c(C(=O)N3CCCCC3)c(C)n(C)c2C)c1	-3%	-2%	-5%
COc1ccc(CCNC(=O)CCc2c(C)nc3cc(-c4ccc(Cl)cc4)nn3c2C)c(OC)c1	nt	2%	1%
Cc1ccc2c(c1)c1c3n2CCNC3CCC1 (stereo not drawn)	-13%	16%&7%	-6%&1%
Cc1nnc2ccc(N3CCCC3)nn12	-3%	2%	-7%
COC(=O)c1ccccc1NC(=O)NCc1cccnc1	-1%	8%	2%
COc1ccc(CNC(=O)C2CCCN(Cc3nc(-c4cccc(C)c4)oc3C)C2)cc1 (stereo not drawn)	-10%	-12%	-5%
COC(=O)c1cc(-c2ccc(C)cc2)n[nH]1	1%	3%	4%
Cc1ccc(C(=O)Nc2c(C(=O)NCc3ccc(Cl)cc3)sc3nc(C)cc(C)c23)cc1	nt	19%	-4%
Cc1c(C(=O)N(C)C)sc2c1c(=O)n(-c1ccc(F)cc1)c(=O)n2Cc1ccccc1C#N	nt	1%	-2%
O=C(COC(=O)CCN=C1NS(=O)(=O)c2ccccc21)NC1CCCCCCC1	1%	19%	-1%
Cc1ccccc1N1CCN(C2CCCN(C(=O)CCN3CCCO3)C2)CC1 (stereo not drawn)	2%	11%	-1%
COc1ccccc1NC(=O)c1cc([N+](=O)[O-])ccc1NCCN1C(=O)CCC1=O	-9%	6%	-6%
CC(OC(=O)CN1C(=O)c2ccccc2C1=O)C(=O)NC1(C#N)CCCCC1 (stereo not drawn)	nt	17%	-2%
Oc1c(Br)cc(Cl)cc1C=Nc1ccc(N2CCOCC2)cc1	11%	-2%	-14%
Cc1ccc(NC(=O)CSc2nc3ccccc3c(=O)n2CCCN2CCCCC2)cc1C	?	-10%	-3%
CC(C)[C@H](NC(N)=O)C(=O)Nc1cccc(S(=O)(=O)NC2=NCCCCC2)c1	0%	8%	-12%
O=C(O)c1ccc(S(=O)(=O)NC2CCCCC2)cc1	-3%	-14%	-2%
Cc1ccc(C(=O)NC(=S)Nc2ccc(CN3CCOCC3)cc2)cc1	-17%	16%	-8%
C=CCn1c(NCc2cc(Cl)ccc2O)nc2ccccc21	0%	-23%	-7%
Cc1ccc(C)c2c1cc(C)c1nnc(SCC(=O)Nc3cccc(C(=O)O)c3)n12	0%	15%	-15%
Cc1c(NC(=S)NC(=O)c2ccc(COc3ccccc3)cc2)cccc1C(=O)O	-10%	2%	-29%
Additional entries:
SMILES	N370S GC	FEN1 inhibitor	GCN5L2 inh
CCN(CC(=O)NCc1ccc(Cl)cc1)C(=O)Cc1ccccc1[N+](=O)[O-]	0%	0%	1%
CCCSc1nnc2nc3c(nn12)c1ccccc1n3C	9%	?	-2%
CC1C(=O)N2CCCc3cc(NC(=O)c4ccccc4C(F)(F)F)cc1c32 (stereo not drawn)	6%	9%	1%
Cc1ccc(S(=O)(=O)NCCC2=CCCCC2)cc1	-11%	-6%	-2%
CC(=O)c1ccc(NC(=O)CSc2cn(CC(=O)N3CCCCCC3)c3ccccc23)cc1	nt	7%	-6%
CSc1ccccc1C(=O)NCc1ccc(S(N)(=O)=O)cc1	4%	-8%	-2%
C/C(=N\Nc1nc2c(s1)CCCC2)c1ccccc1	-8%	-8%	3%
CC1(NC(=O)c2cc(S(=O)(=O)N3CCCCC3)ccc2Cl)CCS(=O)(=O)C1 (stereo not drawn)	13%[12.8 µM]	-5%	-2%
COc1ccc(C(=O)CC(=O)C(=O)Nc2ccccc2Cl)cc1	4%	12%	-1%
COc1cccc(CNC(=O)c2cc3c(-c4ccccc4F)nn(C)c3s2)c1	nt	-4%	1%

Given with two lines to a compound: entries from further up.
Value order: N370S GC	FEN1 inhibitor	GCN5L2 inh
CCCSc1nnc2nc3c(nn12)c1ccccc1n3C
→ 9%	?	-2%
CC1C(=O)N2CCCc3cc(NC(=O)c4ccccc4C(F)(F)F)cc1c32 (stereo not drawn)
→ 6%	9%	1%
Cc1ccc(S(=O)(=O)NCCC2=CCCCC2)cc1
→ -11%	-6%	-2%
CC(=O)c1ccc(NC(=O)CSc2cn(CC(=O)N3CCCCCC3)c3ccccc23)cc1
→ nt	7%	-6%
CSc1ccccc1C(=O)NCc1ccc(S(N)(=O)=O)cc1
→ 4%	-8%	-2%

Continuation:
SMILES	N370S GC	FEN1 inhibitor	GCN5L2 inh
c1ccc(-c2nnc(NC3=NCCC3)o2)cc1	5%	3%	-4%
COc1ccc(C(=O)N2CCC(C(=O)Nc3ccc(OC)c(OC)c3)CC2)cc1	-20%	5%	2%
Cc1ccccc1N1C(=O)c2sc3nc4c(c(=O)n3c2C1=O)CCC4	2%	0%	-9%
COc1ccccc1NC(=O)CCCN1C(=O)C2CC=CCC2C1=O (stereo not drawn)	0%	2%	-17%
CN1CCN(C2=C(NS(=O)(=O)c3ccccc3)C(=O)c3ccccc3C2=O)CC1	-10%	12%	-2%
COC(=O)C1=C(C)NC(C)=C(C(=O)OC)C1c1ccc(OC(=O)c2ccco2)cc1	-1%	-1%	-6%
Cc1cccc(C)c1N1CCN(S(=O)(=O)N2CCCCC2)CC1	-13%	-7%	-1%
O=c1c2ccccc2nc(/C=C/c2ccccc2)n1CCc1ccccc1	20%	-5%	-2%
Cc1cc(C(C#N)c2cccc(Cl)c2)n2ncnc2n1 (stereo not drawn)	-3%	0%	-7%
O=C(/C=C/c1cccc(Cl)c1Cl)OCC(=O)N1CCOCC1	0%	7%	-7%
O=C(COc1ccc(S(=O)(=O)NC2CCCCC2)cc1)NCC1CCCO1 (stereo not drawn)	-11%	0%	-1%
CC(=O)C1=C(C)OC(N)=C(C#N)C1c1ccco1 (stereo not drawn)	0%	-3%	2%
Cc1ccc(S(=O)(=O)N2CCC(C(=O)OCC(=O)N(CC(C)C)C3CCS(=O)(=O)C3)CC2)cc1C (stereo not drawn)	-4%	2%	?
Cc1cccc(Nc2cc(C)nc3nc(-c4ccccc4)nn23)c1	nt	16%	-2%
CC1CN(C(=S)Nc2cccc(Cl)c2)CC(C)O1 (stereo not drawn)	3%	20%	-8%
CCOc1ccc(CN(C)C(=O)CCNC(=O)c2ccco2)cc1	nt	-11%	-4%
CCOc1ccc(OCCN(C)Cc2ccccc2)cc1	10%	-9%	-3%
Cc1nnc(-c2ccc(Cl)cc2)[nH]c1=O	2%	15%	-3%
CN(c1ccc(C(=O)NCc2ccccc2)cc1)S(C)(=O)=O	4%	11%	3%
C=CCOc1ccc(C2C3=C(CCCC3=O)N(CC(=O)O)C3=C2C(=O)CCC3)cc1OCC	2%	-17%	-12%

Ordered by molecular weight (ascending): some entries from above.
SMILES	N370S GC	FEN1 inhibitor	GCN5L2 inh
CC(=O)C1=C(C)OC(N)=C(C#N)C1c1ccco1 (stereo not drawn)	0%	-3%	2%
C=CCOc1ccc(C2C3=C(CCCC3=O)N(CC(=O)O)C3=C2C(=O)CCC3)cc1OCC	2%	-17%	-12%
Cc1ccc(S(=O)(=O)N2CCC(C(=O)OCC(=O)N(CC(C)C)C3CCS(=O)(=O)C3)CC2)cc1C (stereo not drawn)	-4%	2%	?

Going on with the list.
SMILES	N370S GC	FEN1 inhibitor	GCN5L2 inh
CC(CCc1ccc(O)cc1)NC1c2ccccc2-c2ccccc21 (stereo not drawn)	?	-18%	-9%
COc1ccc(N(CC(=O)NCCSCc2ccco2)S(=O)(=O)c2ccccc2)cc1	6%	-10%	?
CCc1ccc(-c2cc3c(=O)n(CC(=O)N4CCCCCC4)nc(C)n3n2)cc1	1%	-12%	0%
CCOc1ccc2ccccc2c1/C=N/NC(=O)CNC(=O)Cc1ccccc1	7%	22%	-6%
N#Cc1ccsc1NC(=O)CN1CCN(Cc2ccccc2)CC1	-18%	1%	-15%
O=C(CCN1C(=O)/C(=C\c2ccccc2)SC1=S)NNC(=O)c1ccccc1O	-6%	-4%	-3%
CC(OC(=O)c1ccc(Cl)nc1)C(=O)N1CCc2ccccc21 (stereo not drawn)	-2%	1%	-4%
CC(=O)OC1CC2C(C)(C)C(=O)[C@@H]3OC3[C@@]2(C)C2CC[C@]3(C)C(=CC(=O)OC3c3ccoc3)[C@]12C (stereo partly drawn)	4%	nt	-1%
COc1ccc(-n2cnnc2SCC(=O)c2ccc(S(=O)(=O)N3CCOCC3)cc2)cc1	5%	-12%	-6%
